# S-ASM inh: Inhibitors of Secretory Acid Sphingomyelinase (S-ASM): qHTS | Potency, µM (titrated, usually from 57.5 µM), for inactives: top-dose activity change, negative = inhibition, most hits filed as inhibitors | Sphingomyelin phosphodiesterase (Homo sapiens), P17405 | placental ASM, HMU-PC fluorogenic substrate, 60 min | actives 0.006% (n = 340,000); also: potency is read from the fitted curve at half-maximal effect
#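 qHTS format. ASM enzyme prepared from human placenta hydrolyses the fluorogenic substrate HMU-PC0 (9 uM final) over 60 min at 37 °C after a 10 min compound preincubation.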
# Menin MLL FP TR: qHTS Assay for Inhibitors Targeting the Menin-MLL Interaction in MLL Related Leukemias: Competition With Texas Red Labeled MLL-derived Mutant Peptide. Menin + Texas Red MLL mutant peptide, fluorescence polarization. Potency, µM (top dose mostly 61.6 µM), inactives show top-dose FP activity change, negative = inhibition, most hits filed as inhibitors. actives 0.23% (n = 270,000). AID 1768, 2009; active = well fitted inhibition curve with a large enough effect in the polarisation, with a control signal flat, not every such curve was filed as active; inconclusive = small, poorly fitted or top-dose-only effect, or effect the other way, or a change in a side signal; inactive = no such curve, though single readings can be large or run the other way; the % refers to the polarisation; also: potency is read from the fitted curve at half-maximal effect; % of control where 0% means no effect; many of its hits are not listed in these tables
# PKM2 activator: qHTS Assay for Activators of Human Muscle isoform 2 Pyruvate Kinase | purified PKM2, Kinase-Glo ATP luminescence, activation; response scale: 0% is enzyme alone, no compound | Potency, µM (titrated, usually from 57.5 µM), for the others: top-dose activation, most hits filed as activators | actives 0.34% (n = 260,000); also: potency is read from the fitted curve at half-maximal effect; % is scaled to controls: 0 for no effect and ±100 for the full control effect; nearly all actives have a fitted effect of over 55% in size
#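 hPK-M2, >95% pure; 0.1 mM ADP / 0.5 mM PEP final; imidazole pH7.2 buffer w/ 7 mM MgCl2, 50 mM KCl; 1 h RT; Kinase-Glo lum. Intermediate enzyme activity for dual inhibitor/activator qHTS.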
# USP2a inh: qHTS Assay for Inhibitors of Ubiquitin-specific Protease USP2a Using CHOP2 as the Reporter. actives 0.01% (n = 330,000). USP2 core, Ub-CHOP2 coupled fluorogenic reporter, 485/531. Potency, µM (highest dose often 38.3 µM), without a hit: at the top dose activity change, negative = inhibition, hits mostly inhibitors;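 also: potency is read from the fitted curve at half-maximal effect; plate controls were DMSO wells for no effect and full inhibition by NEM control for full effect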
# Target sequence (O75604 whole entry, looked up): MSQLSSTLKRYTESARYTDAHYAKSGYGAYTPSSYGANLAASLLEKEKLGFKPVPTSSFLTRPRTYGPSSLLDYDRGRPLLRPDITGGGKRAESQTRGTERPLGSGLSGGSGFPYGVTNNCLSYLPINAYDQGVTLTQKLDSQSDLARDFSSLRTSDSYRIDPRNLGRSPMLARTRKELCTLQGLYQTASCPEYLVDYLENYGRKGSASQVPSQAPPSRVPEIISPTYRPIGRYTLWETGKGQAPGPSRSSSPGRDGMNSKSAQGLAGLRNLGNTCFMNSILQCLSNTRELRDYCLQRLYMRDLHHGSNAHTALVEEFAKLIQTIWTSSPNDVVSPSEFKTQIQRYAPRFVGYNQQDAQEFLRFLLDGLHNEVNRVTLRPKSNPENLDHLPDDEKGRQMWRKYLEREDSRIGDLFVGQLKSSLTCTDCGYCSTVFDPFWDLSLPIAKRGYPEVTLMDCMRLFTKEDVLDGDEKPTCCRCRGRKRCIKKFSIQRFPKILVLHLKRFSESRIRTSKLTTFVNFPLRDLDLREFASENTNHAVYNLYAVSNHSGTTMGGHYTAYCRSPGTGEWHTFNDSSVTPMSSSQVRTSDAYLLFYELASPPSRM
#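 Cell-free coupled assay: 10nM USP2 core preincubated 30min RT with compound in Tris-HCl pH 8.0/CaCl2/CHAPS buffer, then 25nM Ub-CHOP2 and 25nM reporter substrate; fluorescence (Ex 485/Em 531) read after 60min RT, normalized to NEM inhibition, concentration-response curves fitted.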
# Mito fusion yeast: qHTS Assay for Small Molecule Inhibitors of Mitochondrial Division or Activators of Mitochondrial Fusion; S. cerevisiae fusion-defective mutant growth rescue, CellTiterGlo 48 h; Potency, µM (series often up to 46.1 µM), for inactives: at the top dose growth rescue (activation), most hits filed as activators; actives 0.23% (n = 320,000); AID 485298, 2010;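 also: potency is read from the fitted curve at half-maximal effect; % of control where 0% means no effect; nearly all actives have a fitted effect of over 45% in size; temperature-sensitive fusion mutants such as fzo1-1 at 37 °C on non-fermentable ethanol glycerol medium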
#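 Luminescent cell viability in 1536-well qHTS format served as the measure of rescued growth in ts fusion-mutant S. cerevisiae cultured on non-fermentable YPEG for 48 hours at 37C.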
# MBNL1-CUG inh: qHTS Assay for Inhibitors of MBNL1-poly(CUG) RNA binding. TR-FRET MBNL1-His/biotin-(CUG)12 binding, 665/545 ratio. Potency, µM (titrated, usually from 57.5 µM), inactives show at the highest dose activity change, negative = inhibition, most hits filed as inhibitors. actives 0.036% (n = 280,000). AID 2675, 2010; active = well fitted inhibition curve with a large enough effect in the signal ratio, with a control signal flat, not every such curve was filed as active; inconclusive = small, poorly fitted or top-dose-only effect, or effect the other way, or a change in a side signal; inactive = no such curve, though single readings can be large or run the other way; the % refers to the signal ratio; also: potency is read from the fitted curve at half-maximal effect; % is scaled to controls: 0 for no effect and ±100 for the full control effect
# Target sequence (Q9NR56 whole entry, looked up): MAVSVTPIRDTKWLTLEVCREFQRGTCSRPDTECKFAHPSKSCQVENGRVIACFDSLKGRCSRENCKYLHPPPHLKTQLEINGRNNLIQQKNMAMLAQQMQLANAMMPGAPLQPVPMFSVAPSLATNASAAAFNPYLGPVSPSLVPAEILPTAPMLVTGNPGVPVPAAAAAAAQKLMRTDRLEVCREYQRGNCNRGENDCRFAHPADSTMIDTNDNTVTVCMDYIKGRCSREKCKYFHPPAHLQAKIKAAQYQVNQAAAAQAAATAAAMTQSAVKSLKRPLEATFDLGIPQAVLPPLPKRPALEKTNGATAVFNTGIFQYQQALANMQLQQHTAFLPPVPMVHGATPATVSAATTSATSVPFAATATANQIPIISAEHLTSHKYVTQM
#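 MBNL1-His + Biotin-(CUG)12, cpd titration 92 nM–58 uM; Tb anti-His Ab 0.055 ng/ul, SA-XL665 5 nM (final); 60 min RT; ratiometric 665/545 nm, Ex 340 nm; normalized to buffer and full-complex controls.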
# Chronic BCR inh: qHTS Assay to Find Inhibitors of Chronic Active B-Cell Receptor Signaling. actives 0.05% (n = 340,000). Potency, µM (doses to about 46.1 µM), for the others: at the top dose ratio change, negative = lower green/red ratio, most hits filed as inhibitors. ABC-DLBCL IkBa-CBG/CBR reporter, luminescence ratio, 4 h; active = well fitted inhibition curve with a large enough effect in the signal ratio, with a control signal flat, not every such curve was filed as active; inconclusive = small, poorly fitted or top-dose-only effect, or effect the other way, or a change in a side signal; the % refers to the signal ratio;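 also: potency is read from the fitted curve at half-maximal effect; plate controls were basal doxycycline-induced cells for no effect and cells given 10 µM MG132 for full effect; MG132 reads +100%, hits lower the ratio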
#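 Concentration-response series (up to 46 uM) were applied to TMD8 dual-reporter cells for 4 h at 37C with doxycycline. Green/red ratio, after filter-overlap correction, defined %Activity; red signal alone was normalised to basal cells and zero luminescence.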
# TSHR antag: Antagonists of the Thyroid Stimulating Hormone Receptor: HTS campaign; TSHR-expressing cells, TSH-stimulated cAMP HTRF, 2 h; hits give low values; actives 0.2% (n = 330,000); Thyrotropin receptor (Homo sapiens), P16473; activity change, negative = inhibition, % at 11.5 µM;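 active = activity change below a set negative limit, meaning inhibition stronger than a set level, cut at about -70% in these data; inconclusive = activity change between two set negative limits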; also: % is scaled to controls: 0 for no effect and ±100 for the full control effect
#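 Read-out is FRET at 665 nm (cryptate excitation 337 nm) from a cryptate-tagged anti-cAMP antibody, competed by cell cAMP against cAMP-d2. Compounds are tested on freshly harvested TSHR cells challenged with 4nM TSH (EC80) for 2 hours at 37 deg C.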
# KCNH2 WT inh: qHTS for Inhibitors of KCHN2 3.1: Wildtype qHTS; Voltage-gated inwardly rectifying potassium channel KCNH2 (Homo sapiens), Q12809; U2OS, BacMam KCNH2, thallium flux FluxOr; hits give low values; activity change, % at 1.84 µM; actives 0.37% (n = 340,000); AID 720551, 2013;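 active = maximum activity change below -70%; inconclusive = maximum activity change between -70% and -50%; inactive = maximum activity change above -50%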; also: % is scaled to controls: 0 for no effect and ±100 for the full control effect
#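 U2OS cells were transduced with wild-type KCNH2 virus (2.03 x 10^8 / mL) for 4 h at room temperature, then cultured overnight at 37 C. Thallium flux was read with FluxOr dye. Rate constants were normalized to DMSO controls.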
# GALK inh: qHTS Assay for Inhibitors of Human Galactokinase (GALK); AID 1868, 2009; actives 0.007% (n = 270,000); Potency, µM (highest dose often 57.5 µM), for the others: at the top dose activity change, negative = inhibition, actives largely listed as inhibitors; Purified GALK, Kinase-Glo residual ATP luminescence; P51570; also: potency is read from the fitted curve at half-maximal effect; % is scaled to controls: 0 for no effect and ±100 for the full control effect
#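 GALK at 5 nM final was combined with compound, 35 uM ATP and 100 uM galactose in HEPES pH8.0 with MgCl2 and DTT. The reaction ran one hour at room temperature before luminescent ATP detection.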
# Eya2 inh: qHTS Assay for Inhibitors of the Phosphatase Activity of Eya2; recombinant Eya2, OMFP fluorescence dephosphorylation (OMFP is methylfluorescein phosphate); Potency, µM (top dose mostly 76.9 µM), inactives show at the highest dose activity, negative = inhibition, most hits filed as inhibitors; actives 0.006% (n = 330,000); AID 488837, 2010; also: potency is read from the fitted curve at half-maximal effect; % is scaled to controls: 0 for no effect and ±100 for the full control effect
#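 Eya2 (0.2 uM) preincubated 10 min at ambient with compound, then OMFP substrate added at 50 uM; 10 min reaction in 50 mM HEPES pH 7.5, 50 mM NaCl, 5 uM MgCl2, 0.05% BSA, 1 mM DTT. Fluorescence read at Ex 485/Em 525 nm.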
# Starred values were filed as active, the others as inactive; i = inactive; ? = inconclusive; . = not tested or not shown; [ ] = dose if it differs, or a comment. Unless noted, calls follow the shape of the dose curve; as a rule, active = well fitted curve in the direction sought with a large enough effect; inconclusive = small, poorly fitted or top-dose-only effect, or another doubt; inactive = no such curve, though single readings can be large; an effect the other way counts as inactive or inconclusive. These rows are one share of the data; the hit share may differ from the screen's.
molecule	S-ASM inh	Menin MLL FP TR	PKM2 activator	USP2a inh	Mito fusion yeast	MBNL1-CUG inh	Chronic BCR inh	TSHR antag	KCNH2 WT inh	GALK inh	Eya2 inh
CC(C)CC(COCc1ccc(C(F)(F)F)cc1)N1CCN(C(=O)c2ccc(C(F)(F)F)cc2)CCC1=O (stereo not drawn)	-9%	?	-2%	-9%	7%	25%	-7%	-4	15	.	-8%
Cc1nn(CC(=O)N(C)C2CCC(C)CC2)c(C)c1S(=O)(=O)N(C)C (stereo not drawn)	7%	.	.	1%	2%	.	-3%	4	-5	.	12%
Cc1ccc2c(c1)C(O)(CC(=O)/C=C/C=C/c1ccccc1)C(=O)N2 (stereo not drawn)	-1%	3%	24%	1%	1%	?	?	11	6	0%	-5%
O=C(COc1cccnc1[N+](=O)[O-])NCCc1ccc(F)cc1	2%	5%	2%	6%	-1%	?	?	-5	2	0%	-4%
COC(=O)[C@]1(Cc2ccccc2)N[C@H](CN(C)C(=O)Nc2ccc(OC)cc2)[C@@H]2C(=O)N(Cc3ccccc3)C(=O)[C@@H]21	-8%	.	.	-1%	.	.	0%	2	-11	.	11%
OC(COCCOc1ccc(Br)cc1)CN1CCCCC1 (stereo not drawn)	4%	-3%	-22%	0%	7%	.	-9%	41	26	0%	0%
O=C(c1cc2ccccc2oc1=O)N(Cc1cccc(Br)c1)C1CCS(=O)(=O)C1 (stereo not drawn)	0%	.	-2%	4%	1%	.	?	-5	-13	-2%	?
O=C(NCCc1ccccc1)c1ccccc1NC(=O)C1CCCO1 (stereo not drawn)	2%	26%	1%	1%	-1%	-7%	4%	3	-7	3%	-2%
O=C(CCN1CCN(c2ccccc2)CC1)Nc1ccc(Cl)cc1	0%	1%	-16%	-2%	6%	-17%	1%	26	48	0%	-4%
COc1ccccc1OCC(=O)NC1CCCCCCC1	-3%	.	.	-3%	.	.	-9%	-24	-5	.	-1%
Cc1noc(C)c1C(=O)Nc1ccc(-c2nnc3n2CCCCC3)cc1	3%	.	.	4%	-2%	.	-1%	5	2	.	2%
Cc1cc(N2CCOCC2)nc2ccc(NC(=O)CCC(=O)N3CCN(c4ccccc4)CC3)cc12	i	-11%	2%	1%	6%	-4%	1%	6	10	-1%	9%
COc1ccc(N2CCN(C(=O)CSc3nc4cc(OC)c(OC)cc4cc3C#N)CC2)cc1	15%	-9%	14%	-1%	-2%	10%	0%	7	-1	0%	1%
COc1ccccc1C(=O)Nc1cccc(C(=O)c2ccccc2)c1	-10%	12%	1%[11.5 µM]	1%	2%	-7%	?	-7	-7	6%	-4%
Cc1nn(Cc2ccccc2Cl)c(C)c1C(=O)NCC(c1cccs1)N1CCOCC1 (stereo not drawn)	-1%	.	.	-1%	11%	.	7%	22	5	.	-23%
O=C(Nc1ccccn1)C1CCN(S(=O)(=O)c2cccs2)CC1	3%	0%	1%	-1%	2%	2%	4%	-13	-8	1%	-4%
O=C(N/N=C/C(Cl)=C/c1ccc([N+](=O)[O-])cc1)C(=O)Nc1ccccc1C(=O)O	0%	.	?	3%	-7%	.	?	-4	-10	-3%	-2%
O=C(CCOc1ccccc1)Nc1ccccc1F	1%	23%	.	1%	-8%	0%	?	-3	-2	10%	2%
CC(=O)Nc1ccc(S(=O)(=O)N(C)CC(=O)OCCOc2cccc(C)c2)cc1	1%	.	-1%	-1%	-3%	1%	9%	-10	1	4%	-6%
Cc1ccc2nc(NC(=O)CCn3cccc3)sc2c1	2%	2%	1%	4%	6%	-3%	?	4	1	-3%	-2%
O=C(Oc1ccc(/C=N/NC(=O)c2ccccn2)cc1)c1cccc(Br)c1	-1%	.	-1%	-4%	-1%	2%	-18%	1	-11	0%	-6%
CC(=O)c1coc2ccc(OCCN3CCCCC3)cc12	37%	4%	-5%	-1%	-5%	3%	0%	4	-4	6%	7%
COc1ccc(OCCNC(=O)c2ccccc2OCC(=O)N2CCCCC2)cc1	-1%	-24%	0%	0%	2%	-3%	-5%	5	.	-3%	0%
O=C(NCCCc1ccccc1)c1c(O)nc2sccn2c1=O	.	.	.	0%	11%	.	?	-8	4	.	3%
CC(=O)c1ccc(S(=O)(=O)N2CCN(CC#N)CC2)cc1	0%	.	1%	3%	-7%	2%	0%	0	-6	3%	3%
Cc1cc2cc(C)c3nnc(SCC(=O)N4CCCc5ccccc54)n3c2cc1C	.	-6%	-1%	4%	-2%	?	4%	1	.	-4%	10%
CC(C)NC(=O)C(=O)NCCCN1CCOCC1	0%	10%	2%	12%	-1%	2%	8%	-6	-5	0%	-6%
Cc1ccc(C(=O)/C=C/c2cc(Br)cc(Br)c2O)o1	-11%	?	.	0%	-28%	19%	?	-7	2	-10%	6%
COc1ccc(N2Cc3ccccc3C2=NC(=O)c2cncc(Br)c2)cc1	-2%	6%	0%	6%	-5%	28%	-8%	-2	.	-2%	8%
CCC(=NCCc1ccccc1)C1=C(O)CCC1=O	5%	-8%	-2%	3%	6%	-4%	1%	4	16	6%	9%
CCOc1ccc(NC(=O)CN(C)C(=O)CSCc2cccc(C)c2)cc1OCC	1%	.	.	1%	-4%	.	-17%	6	1	.	-3%
Cc1c(NC(=O)CCC(=O)N2CCOCC2)c(=O)n(-c2ccccc2)n1C	3%	26%	0%	2%	-3%	9%	11%	3	-1	-2%	-3%
Cc1nn(C)c(Cl)c1C(=O)NCC(=O)NCc1ccccc1	1%	1%	4%	9%	27%	-3%	3%	12	-17	6%	17%
O=C(N/N=C\c1cc([N+](=O)[O-])ccc1N1CCCC1)c1ccccn1	-18%	3%	2%	7%	-4%	?	-3%	-4	-7	0%	-1%
CCC(Sc1nc(=O)cc(N)n1CCc1ccccc1)C(=O)Nc1ccccc1C#N (stereo not drawn)	8%	.	4%	0%	1%	-13%	22%	6	4	-1%	7%
Cc1cccnc1NC(=O)c1cccc(S(=O)(=O)N2CCN(c3ccccc3)CC2)c1	-1%	.	.	0%	-1%	.	-17%	-1	-8	.	-20%

# Three entries out of the list above, sorted by the number in TSHR antag, descending.
SMILES,S-ASM inh,Menin MLL FP TR,PKM2 activator,TSHR antag,GALK inh,Eya2 inh
Cc1nn(C)c(Cl)c1C(=O)NCC(=O)NCc1ccccc1,1%,1%,4%,12,6%,17%
Cc1c(NC(=O)CCC(=O)N2CCOCC2)c(=O)n(-c2ccccc2)n1C,3%,26%,0%,3,-2%,-3%
O=C(N/N=C\c1cc([N+](=O)[O-])ccc1N1CCCC1)c1ccccn1,-18%,3%,2%,-4,0%,-1%
